Screening results (PubChem)
Pf Dd2 growth: P. falciparum Dd2 growth inhibitors, primary screen, SYBR Green fluorescence, single dose replicates | activity change, % at 10 µM | 72 h; stronger effect = lower value | 94,000 compounds, 2.3% hits | AID 1159554, 2015; in the data active = activity change below about -80%; inconclusive = no clear call, values can overlap the other calls
C diff growth: C. difficile growth inhibitors, primary screen, HTS; Clostridium difficile clinical isolate growth, OD600, 24 h; stronger effect = lower value; growth activity, negative = inhibition, % at 16 µg/mL (by protocol); 86,000 compounds, 0.25% hits; AID 1259249, 2017;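 active = mean growth activity at or below -80% and every replicate also at or below -80%; inconclusive = mean at or below -80% but some replicate above -80%; inactive = mean growth activity above -80%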;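 also: 0% = DMSO wells and -100% = levofloxacin 16 µg/mL wells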
T cruzi growth: T. cruzi intracellular proliferation inhibitors, primary screen, cell-based, beta-gal Tulahuen parasites, NIH3T3 host, luminescence; 77,000 compounds, 5.9% hits; inhibition, % at 8.34 µM; T. cruzi beta-gal in NIH3T3, GalScreen luminescence, 90 h;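 active = mean inhibition above about 93%, with at least 55% of replicates each passing it, limit read from the data, passing the limit was not always enough; inconclusive = only one of those two conditions holds; inactive = neither condition holds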
GASC1 inh: inhibitors of GASC-1 (KDM4C) histone demethylase, primary screen, biochemical, single concentration HTS; Lysine-specific demethylase 4C (Homo sapiens), Q9H3R0; GST-KDM4C 2-372, H3K9me3 peptide, LANCE TR-FRET; inhibition, % at 12.5 µM; 96,000 compounds, 0.15% hits; AID 720574, 2013;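 active = mean replicate inhibition above about 25%, with at least 55% of replicates also reaching it, limit read from the data, passing the limit was not always enough; inconclusive = only one of those two conditions met; inactive = neither condition met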
Target sequence (Q9H3R0 2-372 limits assumed): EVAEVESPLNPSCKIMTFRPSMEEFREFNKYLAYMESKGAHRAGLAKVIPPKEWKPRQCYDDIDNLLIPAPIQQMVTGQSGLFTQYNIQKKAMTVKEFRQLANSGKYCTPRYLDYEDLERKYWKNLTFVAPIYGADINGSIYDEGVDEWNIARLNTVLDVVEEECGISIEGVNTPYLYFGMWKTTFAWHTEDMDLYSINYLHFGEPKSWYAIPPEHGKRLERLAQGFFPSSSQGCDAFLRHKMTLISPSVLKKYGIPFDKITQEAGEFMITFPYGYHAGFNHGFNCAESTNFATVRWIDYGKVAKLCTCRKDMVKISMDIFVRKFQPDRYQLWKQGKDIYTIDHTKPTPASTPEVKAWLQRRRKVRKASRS
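Material: N-terminal GST-fused human GASC-1 (KDM4C) fragment, residues 2-372. Input: 10 nM enzyme. Incubation: enzyme reaction 30 min, then detection 60 min, both room temperature. Doses: one test concentration per compound. Read-out basis: inhibition from TR-FRET ratio decrease. Detection: LANCE TR-FRET, excitation 340 nm, emissions 618 and 671 nm.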
* marks the source's active call; other numbers are inactive results; u = inconclusive; x = no result given. Outcome played no part in choosing rows; any-hit rate near 6.7%.

Short forms – A = Pf Dd2 growth; B = C diff growth; C = T cruzi growth; D = GASC1 inh
structure: O=C(C[C@@H]1CC[C@@H]2[C@H](COC[C@@H](O)CN2C(=O)c2ccccn2)O1)N1CCN(c2ccccc2)CC1
  A = 10; B = x; C = -2; D = 3.7
structure: C[C@@H]1CN([C@@H](C)CO)S(=O)(=O)c2ccc(-c3ccccc3)cc2O[C@@H]1CN(C)S(C)(=O)=O
  A = -7; B = -1; C = 12; D = 1.3
structure: COc1cccc(S(=O)(=O)N(C)C[C@@H]2Oc3ncc(C#Cc4ccccc4)cc3C(=O)N([C@H](C)CO)C[C@@H]2C)c1
  A = -59; B = 14; C = 77; D = x
structure: C[C@@H](NC(=O)C[C@H]1C[C@@H]2c3cc(NC(=O)C4CCOCC4)ccc3O[C@@H]2[C@H](CO)O1)c1ccccc1
  A = 5; B = x; C = 78; D = 0.2
structure: CC(C)NC(=O)N(C)C[C@@H]1OCCCC[C@H](C)Oc2ccc(NC(=O)c3ccccc3)cc2C(=O)N([C@H](C)CO)C[C@H]1C
  A = 6; B = 0; C = 20; D = -1.3
structure: CN1C(=O)c2cc(NC(=O)c3cccs3)ccc2OC[C@@H]2O[C@@H](CC(=O)N3CCOCC3)CC[C@@H]21
  A = -4; B = 1; C = 18; D = 0.1
structure: O=C(C[C@H]1C=C[C@H](NC(=O)Nc2cc(F)ccc2F)[C@H](CO)O1)NCc1ccc2c(c1)OCO2
  A = 0; B = -1; C = 44; D = -0.7
structure: CC(C)NC(=O)N(C)C[C@@H]1Oc2ccc(NC(=O)Nc3ccc(C(F)(F)F)cc3)cc2CC(=O)N([C@H](C)CO)C[C@@H]1C
  A = -6; B = 2; C = 32; D = 0.5
structure: CO[C@@H]1CN(C)C(=O)c2ccc(NC(=O)Nc3ccccc3F)cc2OC[C@@H](C)N(C(C)=O)C[C@H]1C
  A = -72; B = 8; C = x; D = -0.6
structure: C/C=C/c1ccc([C@@H]2[C@@H](CO)N3CCCCN(S(=O)(=O)c4cccc(C)c4)C[C@H]23)cc1
  A = -40; B = 1; C = u; D = -1.0
structure: C[C@@H]1CN([C@@H](C)CO)C(=O)c2c(c3ccccc3n2C)-c2ccccc2CO[C@@H]1CN(C)C(=O)Nc1ccnc(N2CCOCC2)c1
  A = -3; B = -8; C = x; D = -2.4
structure: C[C@@H]1CCCCO[C@H](CN(C)C(=O)Nc2ccc(F)cc2)[C@H](C)CN([C@H](C)CO)C(=O)c2cc(N(C)C)ccc2O1
  A = x; B = 1; C = 16; D = -0.5
structure: O=C(C[C@H]1C[C@H]2c3cc(NC(=O)NC4CCCC4)ccc3O[C@H]2[C@H](CO)O1)NCc1ccc2c(c1)OCO2
  A = -6; B = 3; C = x; D = 1.6
structure: COc1ccc2c3c([nH]c2c1)[C@@H](CO)N(C(=O)CN(C)C)CC31CN(C(=O)c2ccncc2)C1
  A = 18; B = -5; C = x; D = -0.6
structure: C[C@H]1CCCCO[C@H](CN(C)S(=O)(=O)c2ccc(F)cc2)[C@@H](C)CN([C@@H](C)CO)C(=O)c2cc(NC(=O)Nc3cccc4ccccc34)ccc2O1
  A = -76; B = -1; C = 82; D = -0.8
structure: Fc1ccccc1CN1[C@@H]2CNC[C@H]1C2c1ccc(-c2ccncc2)cc1 (stereo partly specified)
  A = -55; B = 6; C = x; D = 1.9
structure: CCCNC(=O)N1CC2(CCN(S(C)(=O)=O)CC2)c2c(n(C)c3cc(OC)ccc23)[C@H]1CO
  A = 2; B = -3; C = x; D = -0.1
structure: CC(C)C#Cc1cnc2c(c1)C(=O)N([C@H](C)CO)C[C@H](C)[C@@H](CN(C)C(=O)c1ccccn1)O2
  A = 8; B = 3; C = x; D = 1.5
structure: Cc1noc(C)c1NC(=O)N(C)C[C@@H]1OCCCC[C@@H](C)Oc2ccc(NS(=O)(=O)c3cccs3)cc2C(=O)N([C@@H](C)CO)C[C@H]1C
  A = -3; B = 4; C = 20; D = 1.8
structure: C[C@H](CO)N1C[C@H](C)[C@@H](CN(C)CC2CCCCC2)OCCCC[C@H](C)Oc2ccc(NS(=O)(=O)c3cn(C)cn3)cc2C1=O
  A = 8; B = -11; C = -19; D = 10
structure: C[C@H](CO)N1C[C@H](C)[C@H](CN(C)Cc2ccncc2)Oc2cc(-c3cncnc3)ccc2S1(=O)=O
  A = 4; B = -1; C = 17; D = 3.4
structure: OC[C@@H]1[C@H](c2ccccc2)C2(CN(CCC(F)(F)F)C2)N1Cc1nccs1
  A = -1; B = 3; C = x; D = 1.8
structure: COc1ccc(S(=O)(=O)Nc2ccc3c(c2)CC(=O)N([C@H](C)CO)C[C@@H](C)[C@H](CN(C)Cc2ccc4c(c2)OCO4)O3)cc1
  A = 14; B = -5; C = 109*; D = 14
structure: O=C(CC1CC1)Nc1ccc2c(c1)[C@H]1C[C@@H](CC(=O)NC3CCCC3)O[C@H](CO)[C@H]1O2
  A = 9; B = x; C = -36; D = -1.7
structure: Cc1ccccc1-c1cnc2c(c1)C(=O)N([C@@H](C)CO)C[C@@H](C)[C@@H](CN(C)CC1CCOCC1)O2
  A = 32; B = 4; C = 12; D = -2.8
structure: CC(=O)N(C)C[C@H]1Oc2cc(C#C[C@H](C)O)ccc2S(=O)(=O)N([C@@H](C)CO)C[C@H]1C
  A = 17; B = -1; C = 11; D = -2.4
structure: Cc1noc(C)c1NC(=O)Nc1cccc2c1O[C@@H](CN(C)Cc1ccccc1)[C@H](C)CN([C@H](C)CO)C2=O
  A = 3; B = -2; C = 25; D = 1.6
structure: CC(C)C#Cc1cnc2c(c1)C(=O)N([C@@H](C)CO)C[C@@H](C)[C@@H](CN(C)C(=O)c1ccccc1F)O2
  A = -8; B = -1; C = 77; D = x
structure: CC(C)C#Cc1cnc2c(c1)C(=O)N([C@H](C)CO)C[C@H](C)[C@@H](CN(C)C(=O)Nc1ccccc1)O2
  A = x; B = 2; C = 0; D = 2.3
structure: COc1ccc2c3c([nH]c2c1)[C@H](CO)N(C(C)=O)CC31CN(Cc2cc(-c3ccccc3)on2)C1
  A = -75; B = -1; C = x; D = -0.6
structure: COCC(=O)N1[C@H](CO)[C@@H](c2ccccc2)C12CN(C(=O)Cc1ccccn1)C2
  A = -33; B = 3; C = x; D = -0.5
structure: CO[C@H]1CN(C)C(=O)c2cc(NC(=O)Nc3c(C)noc3C)ccc2OC[C@@H](C)NC[C@H]1C
  A = 8; B = x; C = 7; D = 0.9
structure: CC=Cc1ccc2n(c1=O)C[C@@H]1[C@@H](CO)[C@H](C(=O)N3CCN(C)CC3)N(Cc3ccccc3OC)[C@H]21 (mixture of isomers)
  A = 6; B = 3; C = 94; D = 0.2
structure: CCC(=O)N1C[C@H](C)[C@H](OC)CN(C)C(=O)c2cc(NC(=O)NC3CCCC3)ccc2OC[C@H]1C
  A = -9; B = 5; C = x; D = 2.0
structure: Cc1ccc(S(=O)(=O)Nc2cccc3c2O[C@H](CN(C)Cc2ccccc2)[C@@H](C)CN([C@@H](C)CO)C3=O)cc1
  A = -14; B = -3; C = 3; D = -4.1
structure: Cc1noc(C)c1NC(=O)N(C)C[C@H]1Oc2ccc(NC(=O)CCCCCC(=O)Nc3ccccc3N)cc2CC(=O)N([C@H](C)CO)C[C@H]1C
  A = 29; B = 0; C = 1; D = 0.9
structure: CO[C@@H]1CC[C@H]2CCN(C)C(=O)C[C@H](c3ccccc3)CN(C)C(=O)c3cc(C#N)ccc3OC[C@H]1O2
  A = x; B = -6; C = -1; D = 0.2
structure: Cc1noc(C)c1NC(=O)NCC[C@@H]1CC[C@@H](NC(=O)Cc2cccnc2)[C@H](CO)O1
  A = 10; B = 0; C = 1; D = -0.4
structure: O=C(N[C@H]1CC[C@H](CCn2cc(-c3ccccn3)nn2)O[C@H]1CO)c1ccccc1
  A = x; B = 2; C = x; D = -2.7
structure: O=C(C[C@@H]1CC[C@@H]2[C@H](COC[C@@H](O)CN2C(=O)c2cnccn2)O1)NCc1ccccc1
  A = 4; B = x; C = -43; D = -1.2
structure: O=C(C[C@H]1C=C[C@H](NS(=O)(=O)c2ccc(F)cc2)[C@H](CO)O1)NC1CCC1
  A = -9; B = 0; C = x; D = -1.5
structure: O=C(NC1CCCC1)N1CCCCN2[C@H](CO)[C@@H](c3ccc(-c4ccncc4)cc3)[C@H]2C1
  A = 3; B = -6; C = 73; D = -0.6
structure: COc1ccc(NC(=O)N(C)C[C@H]2Oc3c(NC(=O)Nc4ccc(F)cc4)cccc3C(=O)N([C@@H](C)CO)C[C@H]2C)cc1
  A = -79; B = 1; C = -11; D = -0.6
structure: C[C@H](CO)N1C[C@H](C)[C@@H](CN(C)Cc2ccc(C(F)(F)F)cc2)Oc2c(NS(=O)(=O)c3ccccc3)cccc2C1=O
  A = -21; B = 10; C = 38; D = -0.5
structure: C[C@H]1CN([C@@H](C)CO)C(=O)c2cccc(NS(=O)(=O)c3cccs3)c2O[C@H]1CN(C)C(=O)Nc1ccccc1
  A = -13; B = -1; C = 15; D = 0.1
structure: CNC[C@@H]1Oc2ccc(NS(=O)(=O)c3ccccc3)cc2CC(=O)N([C@@H](C)CO)C[C@@H]1C
  A = 11; B = 2; C = -1; D = -2.9
structure: C[C@H]1CN([C@@H](C)CO)C(=O)c2cc(NC(=O)Nc3ccc(C(F)(F)F)cc3)ccc2O[C@@H]1CN(C)S(=O)(=O)c1cccs1
  A = -8; B = -6; C = 90; D = -0.3
structure: C[C@@H]1CCCCO[C@H](CN(C)S(C)(=O)=O)[C@@H](C)CN([C@H](C)CO)C(=O)c2cc(NC(=O)NC3CCCCC3)ccc2O1
  A = 62; B = -6; C = -1; D = 2.2
structure: Cc1noc(C)c1NC(=O)Nc1ccc2c(c1)CC(=O)N([C@@H](C)CO)C[C@H](C)[C@H](CN(C)S(=O)(=O)c1ccc(F)cc1)O2
  A = 15; B = 0; C = 12; D = 1.2
structure: CC=Cc1ccc2n(c1=O)C[C@@H]1[C@@H](CO)[C@H](C(=O)NCCc3cn(C)cn3)N(C(=O)CC)[C@H]21 (mixture of isomers)
  A = 17; B = -3; C = x; D = 0.3

Next section.
Short forms – A = Pf Dd2 growth; B = C diff growth; C = T cruzi growth; D = GASC1 inh
structure: CC(=O)Nc1ccc2c(c1)C(=O)N(C)[C@H]1CC[C@@H](CC(=O)NCc3ccccc3Cl)O[C@@H]1CO2
  A = 4; B = 0; C = -51; D = 4.7
structure: C/C=C/c1ccc([C@@H]2[C@H](CO)N(S(=O)(=O)Cc3ccccc3)C23CN(C(=O)C2CCOCC2)C3)cc1
  A = -52; B = -5; C = x; D = -0.5
structure: COCC(=O)Nc1ccc2c(c1)[C@@H]1C[C@@H](CC(=O)NCc3cc(F)ccc3F)O[C@H](CO)[C@@H]1O2
  A = 21; B = -4; C = 38; D = -1.1
structure: C[C@@H]1CCCCO[C@H](CN(C)S(=O)(=O)c2cccs2)[C@H](C)CN([C@H](C)CO)C(=O)c2cc(NS(=O)(=O)c3ccc(F)cc3)ccc2O1
  A = x; B = -17; C = u; D = -1.0
structure: COc1ccc(S(=O)(=O)N(C)C[C@@H]2OCCCC[C@@H](C)Oc3ccc(NC(=O)C4CCCCC4)cc3C(=O)N([C@@H](C)CO)C[C@H]2C)cc1
  A = -69; B = 6; C = 106*; D = 0.2
structure: Cc1ccc(S(=O)(=O)N(C)C[C@@H]2Oc3ccc(NC(=O)CCCN(C)C)cc3CC(=O)N([C@H](C)CO)C[C@@H]2C)cc1
  A = 8; B = -5; C = x; D = -1.1
structure: C[C@@H]1CN([C@H](C)CO)C(=O)c2cc(NS(=O)(=O)c3ccc(F)cc3)ccc2O[C@@H]1CN(C)C(=O)Nc1cccc2ccccc12
  A = 5; B = -13; C = 27; D = 3.6
structure: COc1ccc(S(=O)(=O)N(C)C[C@@H]2Oc3ccc(NC(=O)Cn4cnnn4)cc3CC(=O)N([C@H](C)CO)C[C@@H]2C)cc1
  A = 1; B = -2; C = -5; D = 14
structure: O=C(C[C@H]1C=C[C@@H](NC(=O)Cc2ccccn2)[C@H](CO)O1)NCCc1ccncc1
  A = 14; B = x; C = -36; D = 0.1
structure: COc1ccccc1NC(=O)N1C[C@@H](O)COC[C@@H]2O[C@@H](CC(=O)NCCc3ccccc3)CC[C@H]21
  A = -1; B = x; C = 19; D = 0.5
structure: CN(C)CC(=O)N[C@@H]1CC[C@H](CCNS(=O)(=O)c2ccccc2)O[C@H]1CO
  A = 2; B = -6; C = x; D = 3.2

Profiles, looked up by structure. Screens in order: Pf Dd2 growth, C diff growth, T cruzi growth, GASC1 inh
`COc1ccc(S(=O)(=O)N(C)C[C@@H]2OCCCC[C@@H](C)Oc3ccc(NC(=O)C4CCCCC4)cc3C(=O)N([C@@H](C)CO)C[C@H]2C)cc1` is listed as -69, 6, 106*, 0.2
`COc1ccc(S(=O)(=O)N(C)C[C@@H]2Oc3ccc(NC(=O)Cn4cnnn4)cc3CC(=O)N([C@H](C)CO)C[C@@H]2C)cc1` is listed as 1, -2, -5, 14
`CC(=O)Nc1ccc2c(c1)C(=O)N(C)[C@H]1CC[C@@H](CC(=O)NCc3ccccc3Cl)O[C@@H]1CO2` is listed as 4, 0, -51, 4.7
